# CXCR6 inh: CXCR6 (human) receptor inhibition | CHO-K1 PathHunter CXCR6 beta-arrestin, luminescence | inhibition, % at 20 µM | 360,000 tested, 0.36% active | AID 602244; in the data active = inhibition above about 34%, passing the limit was not always enough;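 also: antagonist mode with CXCL16 agonist at 10 nM final; 0% = 10 nM CXCL16 with DMSO and 100% = unstimulated wells without agonist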
# Target sequence (O00574 whole entry, looked up): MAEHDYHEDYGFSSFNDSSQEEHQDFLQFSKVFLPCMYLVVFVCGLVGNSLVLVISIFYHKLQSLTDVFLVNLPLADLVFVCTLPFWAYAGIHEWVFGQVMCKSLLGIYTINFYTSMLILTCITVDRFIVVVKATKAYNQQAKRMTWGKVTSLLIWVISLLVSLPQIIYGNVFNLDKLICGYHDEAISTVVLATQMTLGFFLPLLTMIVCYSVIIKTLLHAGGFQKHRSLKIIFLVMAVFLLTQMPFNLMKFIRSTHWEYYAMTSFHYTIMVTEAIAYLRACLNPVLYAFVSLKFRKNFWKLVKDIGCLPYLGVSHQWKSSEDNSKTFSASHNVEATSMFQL
# * = called active by the depositor. The list is partial. The share of hits here may be higher or lower than overall.
structure | CXCR6 inh
C[C@H](CO)N1C[C@H](C)[C@@H](CN(C)Cc2ccc(Cl)c(Cl)c2)OCCCC[C@H](C)Oc2ccc(NC(=O)CCC(F)(F)F)cc2C1=O | 4
COC(=O)c1ccc2nc(-c3ccc(C#N)cc3)c(Cc3cccc(F)c3)n2c1 | 12
Cc1cn([C@H]2C[C@H](O)[C@@H](CCC(=O)NCc3ccco3)O2)c(=O)[nH]c1=O | 1
CC(=O)Nc1cc(-c2ccc(C(=O)N3CCOCC3)cc2)cn2c(-c3cccc(C(F)(F)F)c3)cnc12 | 1
Cc1oc(-c2cccs2)nc1CNC[C@H]1O[C@@H](n2cnc(C(N)=O)n2)[C@H](O)[C@@H]1O | 4
COc1cc(N)c(Cl)cc1C(=O)NC1CCN(Cc2ccccc2)CC1 | 1
CCc1nc2ccc(C(=O)NCCCN3CCCC3=O)cn2c1N(CC)C(=O)NCCc1ccccc1 | -1
CCc1nc2ccc(C(=O)N3CCN(S(=O)(=O)CC)CC3)cn2c1N(C=O)Cc1ccc(OC)cc1 | 5
CC(C)=CCC[C@H](C)C[C@@H]1CC2=C(C(=O)OC(C)(C)O2)[C@@H](c2ccc(F)cc2)O1 | 4
CC(=O)C1=C(O)C(=CC=Cc2ccccc2)OC1=O | 0
O=C(NCCc1ccc(O)c(Br)c1)c1ccc(Br)o1 | -4
O=C(NCC(c1ccco1)N1CCCC1)c1cccc(S(=O)(=O)N2CCc3ccccc32)c1 (stereo unspecified) | -1
O=S1(=O)CC(c2ccccc2)=NN=C(c2ccccc2)C1 | 0
CC(NC(=O)Oc1cccc2ccccc12)c1ccccc1 (stereo unspecified) | -4
COc1ccccc1-c1cc2nc(NCCc3ccncc3)ccn2n1 | -9
O=C1c2ccccc2C(c2nnnn2Cc2ccccc2)N1CCOc1ccccc1 (stereo unspecified) | -8
CC(=O)Nc1cc([N+](=O)[O-])ccc1OCc1ccccc1 | 1
CC(C)(C)[C@H](NC(=O)c1ccc(N)c(Cl)c1)C(=O)N1CCC[C@H]1C(=O)N[C@H](C#N)CC(=O)O | -4
C[C@H](CO)N1C[C@H](C)[C@@H](CN(C)S(=O)(=O)c2ccc(C#N)cc2)OCc2cnnn2CCCC1=O | -7
CC(O)C(=O)N/N=C/c1cccc2ccccc12 (stereo unspecified) | -10

# Continuation.
structure | CXCR6 inh
CSc1ncccc1C(=O)N1CCCC(N2CCN(c3ccccc3C)CC2)C1 (stereo unspecified) | 0
COc1ccc(-c2ccc(CN3C(C(C)C)C(=O)N(Cc4cn(Cc5ccco5)nn4)CCS3(=O)=O)cc2)cc1OC (stereo unspecified) | 0
Cc1ccc(S(=O)(=O)SCCCSS(=O)(=O)c2ccc(C)cc2)cc1 | -3
O=C(Nc1cccc(Cl)c1Cl)c1csc([C@@H]2O[C@H](CO)[C@H](O)[C@H](O)[C@H]2O)n1 | 15
O=C(NCCN1CCC(n2c(=O)[nH]c3ccccc32)CC1)c1ccc(Cl)c(Cl)c1 | 0
COc1ccccc1C(O)c1ncc(-c2cccc3ccccc23)[nH]1 (stereo unspecified) | -12
S=C(Nc1ccccc1)Nc1ccccc1-n1cccc1 | -10
CC1=C(C(=O)N(C)C)CC(CC(=O)NCC2CCCCC2)C(=O)N1CCC1=CCCCC1 (stereo unspecified) | 7
CC(=O)NCCNc1nc2cc(-c3ccc(C)cc3)sc2c(=O)n1C | 7
CCN(CC)Cc1ccccc1Sc1ccccc1 | 8
Cc1ccc(S(=O)(=O)N[C@H](C(=O)OCC(=O)NC(=O)c2cccn2C)C(C)C)cc1 | -2
CC12CCCC(C(C#N)C(N)=O)(C1)NC(=O)C2C#N (stereo unspecified) | -3
O=[N+]([O-])c1cc2ncccc2c2ncccc12 | -12
Cc1noc(C)c1C(=O)N1CCC1(C)C(=O)NS(=O)(=O)Cc1cccc(Cl)c1 (stereo unspecified) | 1
COCCNC(=O)C1CCCN(Cc2cccc(C(F)(F)F)c2)CC1 (stereo unspecified) | -5
O=C(N/C(=C/c1ccc(F)cc1)C(=O)N1CCOCC1)c1ccco1 | -1
Cc1cc(C)c2c(CN3CCCC3)cc(=O)oc2c1 | -5
O=C(NCc1cccnc1)c1cc(C2CCCCN2C(=O)c2ccc3c(c2)CCO3)on1 (stereo unspecified) | -5
COc1ccc(C(=C(CC(=O)O)C(=O)OC(C)(C)C)c2cc(OC)c(OC)c(OC)c2)cc1OC | 0
CCCCN(C(=O)COC(=O)c1sccc1C)c1c(N)n(CCC)c(=O)[nH]c1=O | -8

# Other entries:
structure | CXCR6 inh
NC(CCc1ccccc1)c1csc(Nc2ccc(C(=O)c3ccccc3)cc2)n1 (stereo unspecified) | -19
CC1(C(=O)NS(=O)(=O)c2ccc(Br)cc2)CCN1C(=O)Cc1cccs1 (stereo unspecified) | 0
Cn1c(NCc2cccnc2)nc2cc(-c3ccc(C(=O)N4CCOCC4)cc3)sc2c1=O | 26
CCc1ccc(/C=C2\SC(=S)N(CCCC(=O)N3CCCC3)C2=O)cc1 | 14
COC(=O)c1ccc(CN(c2ccc(C(=O)O)c(O)c2)S(=O)(=O)c2ccc(Cl)c([N+](=O)[O-])c2)cc1 | -20
Cc1cc(OCC(=O)Nc2nccs2)c2c(C)c(C)c(=O)oc2c1 | 1
O=C1NC(=S)NC(=O)C1Nc1ccc(Cl)cc1 | 6
O=C1CC(=Nc2ccc([N+](=O)[O-])cc2)NN1c1c(Cl)cc(Cl)cc1Cl | 13
Cc1ccc(NC(=O)c2ncn(CCCNCC3CCCCC3)n2)cc1C | 6
Cc1cc(Cl)ccc1C(O)c1ncc(-c2cccc3ccccc23)[nH]1 (stereo unspecified) | -7
CC1(C)CN(CCc2ccccc2)C(=O)[C@H]1CC(=O)Nc1ccccc1 | 12
Cc1ccc(S(=O)(=O)CCC(=O)Nc2cc(C)on2)cc1 | 1
O=C(NCCS(=O)(=O)NCc1cccs1)c1ccccc1 | 0
CN(C(=O)c1cccc(NC(=O)Cc2ccc(NC(=O)C3CCN(C(=O)C4CCCCC4)CC3)cc2)c1)C1CCC1 | -2
c1cc(-c2cc3nc(NCC4CC4)ccn3n2)ccc1OCCN1CCOCC1 | -4
c1ccc(C(CN2CCCCC2)Oc2ccccn2)cc1 (stereo unspecified) | 3
O=c1cc(O)cc2n1CCC2 | 5
O=[N+]([O-])c1cccc(N=NNc2cccc([N+](=O)[O-])c2)c1 | 2
CC(C)(C)c1cc(=O)n(-c2ccccc2)[nH]1 | -2
CCCCN(C(=O)CSCc1ccc(C)cc1)c1c(N)n(Cc2ccccc2)c(=O)[nH]c1=O | -1

# Continued:
mol	CXCR6 inh
OC[C@@H]1CN(Cc2ccccc2)C[C@H](n2cnc3c(N4CCCC4)ncnc32)O1	4
O=C1CC2CC1C(C(=O)O)C2C(=O)O (stereo unspecified)	-1
COc1ccc(-c2cnc3c(NC(C)=O)cc(-c4ccccc4CN(C)C)cn23)cc1OC	11
Cc1cc(C)n2c(NC3CCCCC3)c(-c3ccccn3)nc2n1	12
CCCCCCCC1=NN(c2ccc(S(=O)(=O)O)cc2)C(=O)C1N=O (stereo unspecified)	14
Cc1ccc(CNc2nc(NCc3ccccc3)nc3ccsc23)c(C)c1	5
O=C(COc1ccc(F)cc1)Nc1nc(-c2cccnc2)cs1	-10
O=C(NCc1ccccc1)C1c2ccccc2OCC(=O)N1Cc1ccc2c(c1)OCO2 (stereo unspecified)	-2
COc1cc(OC)c2nc(C)c3c(c2c1)N(c1ccc(O)cc1)CC3	5
CCOC1=C2[C@@H](CN(S(=O)(=O)c3ccc(C)cc3)[C@H]2c2ccccc2F)[C@H]2C(=O)N(Cc3ccccc3)C(=O)[C@H]2C1	0
Cc1ccc2nc(-c3ccccc3)c(Cc3cccc(Cl)c3)n2c1	2
COc1ccccc1NC(=O)N(C)C[C@@H]1OCc2cn(nn2)CCCC(=O)N([C@H](C)CO)C[C@H]1C	-14
COc1ccc(-c2ccccc2)cc1NC(=O)C1(C)CCN1C(=O)C(C)C (stereo unspecified)	-6
Cn1ccc2c(-c3cncc4ccccc34)cc3c(c21)C1CCC3O1 (stereo unspecified)	1
COc1ccc2nc3n(c(=O)c2c1)-c1cc2ccccc2cc1C(=O)NC3Cc1ccccc1 (stereo unspecified)	5
CCOC(=O)[C@@H](NC(=O)/C=C/[C@H]1O[C@@H](n2ccc(=O)[nH]c2=O)[C@H](O)[C@@H]1O)C(C)C	-8
COc1cccc(/C=N/NC(=O)CNC(=O)C2COc3ccccc3O2)c1O (stereo unspecified)	0
CCCOc1ccc(F)cc1-c1cc(C(=O)Nc2ccc(OC)cc2C)[nH]n1	8
CC(=O)C1(O)CCC2C3CC(C)C4=CC(=O)CCC4(C)C3CCC21C (stereo unspecified)	0
CC1CN(CCN2CC(C)N(C=O)CC2C)C(C)CN1C=O (stereo unspecified)	5
c1cc(-c2ccc(N3CCOCC3)cc2)n2ccnc2c1	-11
O=C(NC1CCCCC1)c1ccc([N+](=O)[O-])cc1	0
O=C(c1ccccc1F)N1CCCC(N2CCN(Cc3ccc4c(c3)OCO4)CC2)C1 (stereo unspecified)	-4
CCCCc1c(-c2ccccc2OC)ncn1CCc1ccccc1	-3
CC(C)(C)OC(=O)N(CCc1ccccc1)Cc1cccc(OCc2cccc(NC(=O)/C=C/c3ccccc3)c2)c1	9
O=C1NC[C@H](CCCCN2C[C@H](Cc3ccccc3)N(CCC3CCCCC3)C(=O)C2=O)N(CCc2ccccc2)C1=O	0
COc1ccc(-c2cc3nc(C)cc(N4CCN(C(=O)c5ccco5)CC4)n3n2)cc1	-1
Cc1cc(N2CCOCC2)nc(N2CCOCC2)c1C#N	6
COc1cccc(-c2ccc3c(c2)N(Cc2ccc(F)cc2)C(=O)C(C)S3)c1 (stereo unspecified)	2
CC(=O)c1cccc(-c2ccnc3c2CC(C(=O)Nc2ccc4c(c2)OCO4)O3)c1 (stereo unspecified)	1

# Further compounds.
mol	CXCR6 inh
O=C(c1cc2ccccc2o1)N1CCN(Cc2nc3ccccc3s2)CC1	-3
CCN(CC)C(=O)C1=C(C)N(CCCOC)C(=O)C(CC(=O)NCCCN(C)C)C1 (stereo unspecified)	-8
C[C@H](CO)N1C[C@H](C)[C@@H](CN(C)C(=O)OCc2ccccc2)OCc2cn(nn2)CCCC1=O	0
COc1cccc(N2CCc3c(C)nc4ccc(Cl)cc4c32)c1	15
COc1ccc(CN2CCC(C(=O)NC(c3ccc4c(c3)OCO4)c3ccccn3)CC2)cc1 (stereo unspecified)	3
CC(=O)Nc1c(Cl)c(Cl)c2c(c1Cl)C(=O)c1cc(Cl)ccc1-2	-5
CCc1nc2ccc(C(=O)NCCOc3ccc(OC)cc3)cn2c1N(CC)Cc1cccc(Br)c1	17
C[C@@H]1CN([C@H](C)CO)C(=O)CCCn2nncc2CO[C@H]1CN(C)C(=O)c1ccc(N2CCN(C)CC2)cc1	0
CCOC(=O)N(C)c1c(CC)nc2c(OCc3ccccc3OC)cccn12	8
CNc1cncc(-c2cnn(CC(C)C)c2)n1	0
C[C@@H](NC(=O)[C@@H]1CCCN1C(=O)[C@@H]1CCCN1C(=O)c1ccc(Cl)cc1)c1ccccc1	1
C#CCOCCOCCOCCNc1nc(N2CCN(C(=O)Cn3cc(CCO)nn3)CC2)nc(N2CCN(C(=O)[C@H](Cc3ccc(O)cc3)n3cc(CCO)nn3)CC2)n1	-1
CC(C)(C)c1ccc(C(=O)NCCC(=O)NCc2ccc(F)cc2)cc1	2
O=C1NC(=O)N(Cc2ccccc2)CC1Br (stereo unspecified)	-1
Cc1cc(C)n2c(Nc3c(C)cccc3C)c(-c3ccccn3)nc2n1	18
CNC[C@H]1OCCCC[C@H](C)Oc2ccc(NC(=O)CCCN(C)C)cc2C(=O)N([C@H](C)CO)C[C@@H]1C	3
COc1cc(OC)cc(OC)c1	1
COc1ccc(CCNC(=O)c2ccc(Br)cc2)cc1	2
CC(C(=O)O)c1cccc(Oc2ccccc2)c1 (stereo unspecified)	0
COC(=O)[C@@]1(Sc2ccc(C)cc2)CC(=O)N(C(=O)CCc2ccccc2)[C@@H]1c1ccccc1	4
CCOC(=O)C1CCCN(C(=O)c2ccc(OC)cc2OC)CC1 (stereo unspecified)	0
CCN1C(=O)[C@H]2[C@@H](c3ccc(OC)cc3)N[C@]3(CCCN(Cc4ccccc4)C3=O)[C@H]2C1=O	2
CC1(c2nnnn2-c2ccc3c(c2)OCCO3)CCC(=O)N1Cc1cccnc1 (stereo unspecified)	-8
CC(C)Cn1cnc2c(Sc3c([N+](=O)[O-])ncn3C)nc(N)nc21	0

# Gathered by group, the entries above containing fluorine (12)
mol	CXCR6 inh
C[C@H](CO)N1C[C@H](C)[C@@H](CN(C)Cc2ccc(Cl)c(Cl)c2)OCCCC[C@H](C)Oc2ccc(NC(=O)CCC(F)(F)F)cc2C1=O	4
COC(=O)c1ccc2nc(-c3ccc(C#N)cc3)c(Cc3cccc(F)c3)n2c1	12
CC(=O)Nc1cc(-c2ccc(C(=O)N3CCOCC3)cc2)cn2c(-c3cccc(C(F)(F)F)c3)cnc12	1
CC(C)=CCC[C@H](C)C[C@@H]1CC2=C(C(=O)OC(C)(C)O2)[C@@H](c2ccc(F)cc2)O1	4
COCCNC(=O)C1CCCN(Cc2cccc(C(F)(F)F)c2)CC1 (stereo unspecified)	-5
O=C(N/C(=C/c1ccc(F)cc1)C(=O)N1CCOCC1)c1ccco1	-1
O=C(COc1ccc(F)cc1)Nc1nc(-c2cccnc2)cs1	-10
CCOC1=C2[C@@H](CN(S(=O)(=O)c3ccc(C)cc3)[C@H]2c2ccccc2F)[C@H]2C(=O)N(Cc3ccccc3)C(=O)[C@H]2C1	0
CCCOc1ccc(F)cc1-c1cc(C(=O)Nc2ccc(OC)cc2C)[nH]n1	8
O=C(c1ccccc1F)N1CCCC(N2CCN(Cc3ccc4c(c3)OCO4)CC2)C1 (stereo unspecified)	-4
COc1cccc(-c2ccc3c(c2)N(Cc2ccc(F)cc2)C(=O)C(C)S3)c1 (stereo unspecified)	2
CC(C)(C)c1ccc(C(=O)NCCC(=O)NCc2ccc(F)cc2)cc1	2
